Compound activity from PubChem BioAssay.
Epigenetic derep = epigenetic control regulation, reporter derepression; Potency, µM (doses to about 53.9 µM), inactives show at the highest dose GFP activation, hits mostly activators; hit rate 0.2% among 280,000; murine LDR cells, GFP reporter derepression, 30 h; further: potency means the concentration at half of the fitted maximal effect; % of control where 0% means no effect; nearly all actives have a fitted effect of over 60% in size
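Derepression of a silenced CMV-GFP reporter in murine LDR cells is scored by enumerating GFP-positive cells with a laser-scanning microplate cytometer after 30 hours of treatment at 37 C.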
TexasRed fluor = alters Texas Red total fluorescence, flagging assay interference. Potency, µM (doses to about 106 µM), for the others: top-dose fluorescence change, negative = quenching. hit rate 0.29% among 280,000. TRb/SRC2 Texas Red total fluorescence interference; active means well fitted curve in either direction with a large enough effect; inconclusive means small, poorly fitted or top-dose-only effect; further: potency means the concentration at half of the fitted maximal effect; on the % scale 0 is the no-effect control and ±100 the full control effect
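Human TRβ ligand-binding domain (0.6 uM) and Texas Red SRC2 peptide (20 nM) in Tris buffer with 1 uM T3 and 5% DMSO were incubated with pinned compound for 5 hr at ambient temperature. Total fluorescence was computed as S + 2P (555/632 nm).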
Tau fluor counter = counter-screen for tau fibril formation inhibitors; tau K18 P301L Alexa594 fluorescence, heparin fibrillization; Potency, µM (series often up to 57.7 µM), without a hit: at the highest dose activity change, negative = decrease; hit rate 0.93% among 280,000; further: potency means the concentration at half of the fitted maximal effect; on the % scale 0 is the no-effect control and ±100 the full control effect; nearly all actives have a fitted effect of over 55% in size
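Human tau K18 P301L (15 uM unlabeled, 0.24 uM Alexa 594-labeled) in 100 mM sodium acetate pH 7 with 20 uM heparin, 6 hr at 37 C. ThT 30 uM added, 1 hr ambient; Alexa 594 FP and total fluorescence read at 555/632 nm.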
aGal spleen mod = inhibitors or activators of human alpha-galactosidase in spleen homogenate | P06280 | human spleen homogenate, 4MU-alpha-Gal fluorescence, 40 min | Potency, µM (top dose mostly 80 µM), inactives show top-dose activity change, negative = inhibition, usual class: inhibitors | hit rate 0.008% among 240,000;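 further: potency means the concentration at half of the fitted maximal effect; 0% = enzyme with vehicle and -100% = no enzyme basal signal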
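qHTS titration in buffer at pH 5.0. Alpha-galactosidase activity in spleen homogenate was measured via 4-methylumbelliferone release from 1 mM fluorogenic substrate after 40 min at 37C and a pH 10 stop. AC50 came from Hill fits of control-normalized data.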
NPSR antagonist = antagonists of human neuropeptide S receptor cAMP signaling. CHO-NPSR cells, cAMP TR-FRET, antagonist mode. Potency, µM (titrated, usually from 38.3 µM), for the others: at the top dose activity change, negative = inhibition, hits mostly inhibitors. hit rate 1% among 220,000; further: potency means the concentration at half of the fitted maximal effect; on the % scale 0 is the no-effect control and ±100 the full control effect; nearly all actives have a fitted effect of over 50% in size; many of its hits are not listed in these tables
Target sequence (Q6W5P4 whole entry, looked up): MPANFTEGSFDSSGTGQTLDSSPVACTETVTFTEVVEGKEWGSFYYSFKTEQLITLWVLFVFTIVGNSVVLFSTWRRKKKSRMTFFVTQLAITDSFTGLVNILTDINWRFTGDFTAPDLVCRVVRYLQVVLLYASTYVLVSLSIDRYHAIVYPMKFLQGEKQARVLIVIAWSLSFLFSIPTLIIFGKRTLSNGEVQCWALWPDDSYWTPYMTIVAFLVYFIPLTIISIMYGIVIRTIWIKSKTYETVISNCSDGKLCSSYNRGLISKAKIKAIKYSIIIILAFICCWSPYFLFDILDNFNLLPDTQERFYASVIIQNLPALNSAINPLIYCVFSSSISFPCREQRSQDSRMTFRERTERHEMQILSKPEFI
Tau FP inhib = inhibitors of human tau fibril formation. K18 P301L tau heparin fibrillization, Alexa594 FP, 6 h. Potency, µM (top dose mostly 57.7 µM), inactives show at the highest dose activity, negative = inhibition, hits mostly inhibitors. hit rate 0.39% among 280,000. AID 1468; further: potency means the concentration at half of the fitted maximal effect; on the % scale 0 is the no-effect control and ±100 the full control effect; nearly all actives have a fitted effect of over 55% in size
Target sequence (P10636 561-689 P618L limits assumed): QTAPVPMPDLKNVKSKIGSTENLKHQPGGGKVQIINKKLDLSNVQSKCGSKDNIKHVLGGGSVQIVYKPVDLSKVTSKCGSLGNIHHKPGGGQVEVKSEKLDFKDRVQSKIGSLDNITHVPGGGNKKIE
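Steps: dispense K18 P301L tau (15 uM plus 0.24 uM Alexa 594 tracer, final) in pH 7 sodium acetate; add compound; add heparin (20 uM final); incubate 6 hr, 37 C; add ThT (30 uM final); after 1 hr ambient, read FP.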
TRb SRC2 PPI = inhibitors of human thyroid hormone receptor beta-SRC2 interaction; P10828; TRbeta-SRC2 peptide binding, fluorescence polarization; receptor liganded with 1 µM T3; Potency, µM (titrated, usually from 106 µM), for inactives: top-dose activity change, negative = inhibition, actives largely listed as inhibitors; hit rate 0.065% among 280,000; AID 1469;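 further: potency means the concentration at half of the fitted maximal effect; plate controls were bound peptide for no effect and peptide without receptor for full effect; nearly all actives have a fitted effect of over 50% in size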
Target sequence (P10828 whole entry, looked up): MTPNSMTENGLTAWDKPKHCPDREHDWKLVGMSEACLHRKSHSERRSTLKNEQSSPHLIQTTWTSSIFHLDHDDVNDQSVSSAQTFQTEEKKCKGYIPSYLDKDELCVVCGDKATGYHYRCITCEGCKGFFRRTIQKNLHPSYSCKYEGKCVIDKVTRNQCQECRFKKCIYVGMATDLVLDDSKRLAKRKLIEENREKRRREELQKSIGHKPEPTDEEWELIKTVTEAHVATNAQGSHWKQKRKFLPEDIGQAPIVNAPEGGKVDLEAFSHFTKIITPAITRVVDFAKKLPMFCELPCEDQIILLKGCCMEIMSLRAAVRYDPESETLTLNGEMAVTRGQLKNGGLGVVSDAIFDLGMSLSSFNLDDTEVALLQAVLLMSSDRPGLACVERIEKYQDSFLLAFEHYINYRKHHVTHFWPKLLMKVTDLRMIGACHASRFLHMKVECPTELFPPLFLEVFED
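Binding of a 20-amino-acid Texas Red SRC2 peptide (20 nM) to TRb ligand-binding domain (0.6 uM) with agonist T3 at 1 uM was followed by fluorescence polarization after a 5 hr room-temperature incubation.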
CBFb RUNX1 block = CBF-beta/RUNX1 interaction disruption; Q01196+Q13951; AlphaScreen CBFb-His/RUNX1-biotin binding, biochemical; Potency, µM (highest dose often 59.8 µM), inactives show top-dose activity, negative = inhibition, usual class: inhibitors; 230,000 tested, under 10 active; AID 1477; further: % of control where 0% means no effect
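Read-out: AlphaScreen. Format: His-CBF-beta with biotinylated RUNX1 (30 nM each) preincubated 20 min, compound 15 min, Ni-chelate plus streptavidin beads 90 min; room temperature throughout.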
Numbers without * were called inactive; ? = inconclusive; . = no result given; & = joins results of further samples; [ ] = remark or other dose. Unless noted, the call rests on the fitted dose curve; in most records, active means well fitted curve in the direction sought with a large enough effect; inconclusive means small, poorly fitted or top-dose-only effect, or another doubt; inactive means no such curve, though single readings can be large; an effect the other way counts as inactive or inconclusive.

Order of values: Tau FP inhib, Tau fluor counter, aGal spleen mod, NPSR antagonist, TRb SRC2 PPI, Epigenetic derep, TexasRed fluor, CBFb RUNX1 block
CC[C@H](C)[C@H](NC(=O)[C@H](CO)NC(=O)[C@H](CC(C)C)NC(=O)[C@H](CO)NC(=O)[C@@H]1CCCN1C(=O)[C@H](CC(N)=O)NC(=O)[C@@H](N)CC(=O)O)C(=O)N[C@@H](CC(=O)O)C(=O)N[C@@H](CC(C)C)C(=O)N[C@H](C(=O)N[C@@H](Cc1ccccc1)C(=O)N[C@@H](Cc1cnc[nH]1)C(=O)N[C@@H](CC(C)C)C(=O)N[C@@H](CC(C)C)C(=O)N[C@@H](CCCNC(=N)N)C(=O)N[C@H](C(=O)N[C@@H](CC(C)C)C(=O)N[C@@H](CC(C)C)C(=O)N[C@@H](CCC(=O)O)C(=O)N[C@@H](CC(C)C)C(=O)N[C@@H](C)C(=O)N[C@@H](CCCNC(=N)N)C(=O)N[C@H](C(=O)N[C@@H](CCC(N)=O)C(=O)N[C@@H](CO)C(=O)N[C@@H](CCC(N)=O)C(=O)N[C@@H](CCCNC(=N)N)C(=O)N[C@@H](CCC(=O)O)C(=O)N[C@@H](CCCNC(=N)N)C(=O)N[C@@H](C)C(=O)N[C@@H](CCC(=O)O)C(=O)N[C@@H](CCC(N)=O)C(=O)N[C@@H](CC(N)=O)C(=O)N[C@@H](CCCNC(=N)N)C(=O)N[C@H](C(=O)N[C@H](C(=O)N[C@@H](Cc1ccccc1)C(=O)N[C@@H](CC(=O)O)C(=O)N[C@@H](CO)C(=O)N[C@H](C(N)=O)C(C)C)[C@@H](C)CC)[C@@H](C)CC)[C@@H](C)O)[C@@H](C)O)[C@@H](C)O
→ ., ., 17%, ., 0%, ., 2%, -1%
Cc1ccc(C)c(S(=O)(=O)N2CCN(C(=O)Cn3c(C(F)(F)F)nc4ccccc43)CC2)c1
→ 3%, -16%, -9%, -13%[46.1 µM], 2%, -1.0%, 1%, 2%
CC(C)(C)c1ccc(C2(C)NC(=O)N(CC(=O)Nc3ccc4c(c3)OCO4)C2=O)cc1 (stereo not given)
→ 9%, ?, -2%, -13%[46.1 µM], 6%, -0.1%, 0%, -2%
COc1ccc(Cc2nnc(NC(=O)Cc3cccs3)s2)cc1
→ 0%, -12%, 6%, 14%[46.1 µM], -4%, 0.7%, -12%, 11%
COC(=O)c1cc2sccc2n1CC(=O)Nc1cc(Cl)ccc1OC
→ -15%, ?, ., ., -16%, 1.4%, ?, .
Cc1cc2nc(N)sc2cc1C
→ 3%, 0%, 3%&4%, 10%[46.1 µM], 3%&-16%, -0.7%, -1%&-1%, 25%[21.7 µM]
Nc1nc(NCCCN2CCOCC2)nc(Nc2cccc(Cl)c2)c1[N+](=O)[O-]
→ -9%, ?, 5%, 18%[7.67 µM], -1%, -0.3%, -2%, -6%
Cc1ccc(OCCCOc2cccc3cccnc23)cc1C
→ 15%, -2%, 6%, -17%[46.1 µM], -7%, 1.1%, -1%, -2%
CCOC(=O)c1c(N)sc(C(=O)N2CCCCC2)c1C
→ 13%, 4%, 2%, 2%[46.1 µM], -1%, 0.0%, -5%, -4%
CCC(=O)Nc1ccccc1C(=O)OC(c1ccccc1)c1ccccc1
→ -3%, -13%, -1%, -46%, -4%, 1.9%, -1%, -1%
COc1ccccc1/C=N/n1cnnc1
→ 4%, 2%, 3%, -6%[46.1 µM], 4%, 0.0%, 0%, 6%
Cc1cc(C)c(S(=O)(=O)Nc2ccc(N3CCOCC3)cc2)c(C)c1
→ 8%, ?, 9%, -16%, 4%, -2.2%, 0%, 3%
CN(C)C(=O)CSc1nc2ccccc2n1Cc1ccccc1
→ 3%, 2%, 7%, 13%, -8%, 0.0%, 0%, -2%
CC1(C)NC(=O)N(CC(=O)Nc2nc(-c3ccc(F)cc3)cs2)C1=O
→ -5%, -12%, 3%, 8%[46.1 µM], 2%, 0.0%, 0%, -1%
O=C(Nc1ccc(F)cc1Cl)c1ccc2c(=O)n3c(nc2c1)CCCCC3
→ -6%, -3%, 3%, -24%[46.1 µM], -6%, 3.6%, 0%, 1%
CC(=O)c1ccc(NC(=S)Nc2ccn(Cc3ccc(Br)cc3)n2)cc1
→ ?, 10µM*[quencher], 1%, -22%, 0%, 0.1%, -6%, 0%
CCOc1ccc2nc(Cl)c(/C=C/C(=O)c3ccco3)cc2c1
→ 5%, -12%, -9%, -10%[46.1 µM], 10%, 1.5%, -6%, -2%
COc1cccc(NC(=O)c2ccccc2-c2nc(-c3ccccc3)no2)c1
→ -12%, -26%, 8%, -9%[46.1 µM], 5%, 0.0%, 2%, 8%
COc1ccc(Cl)cc1Nc1nc(-c2sc(NC(=O)c3ccccc3)nc2C)cs1
→ 9%, ?, 8%, -17%[46.1 µM], 8%, 0.0%, -3%, -10%
COc1ccccc1-c1nn2c(=O)cc(CN3CCN(S(=O)(=O)c4ccc(C)cc4)CC3)nc2s1
→ 4%, -8%, ., ., -10%, -1.1%, -1%, .

The final two records of the section before come first, to join the parts.
Order of values: Tau FP inhib, Tau fluor counter, aGal spleen mod, NPSR antagonist, TRb SRC2 PPI, Epigenetic derep, TexasRed fluor, CBFb RUNX1 block
COc1ccc(Cl)cc1Nc1nc(-c2sc(NC(=O)c3ccccc3)nc2C)cs1
→ 9%, ?, 8%, -17%[46.1 µM], 8%, 0.0%, -3%, -10%
COc1ccccc1-c1nn2c(=O)cc(CN3CCN(S(=O)(=O)c4ccc(C)cc4)CC3)nc2s1
→ 4%, -8%, ., ., -10%, -1.1%, -1%, .
CCn1c(SCC(=O)Nc2cc(C)ccc2C)nc2c(c1=O)SC(C)C2 (stereo not given)
→ 0%, 0%, 4%, -10%[46.1 µM], -1%, 0.0%, -3%, 2%
CCCCn1c(=S)[nH]c2ccc(N3CCOCC3)cc2c1=O
→ ?, -23%, 1%, -33%, 3%, -1.4%, -1%, 24%
CN1CCN(C(c2ccc(Cl)cc2Cl)c2sc3nc(-c4ccco4)nn3c2O)CC1 (stereo not given)
→ 1%, -4%, ., ., -8%, -1.2%, 0%, .
CN1C(=S)SC(/[N+]([O-])=C\c2ccc(Cl)cc2)C1(C)C (stereo not given)
→ 5%, 0%, 2%, -1%[46.1 µM], 0%, -2.5%, 2%, 0%
O=C(c1ccccc1)c1ccc2nc(-c3ccco3)c(-c3ccco3)nc2c1
→ ?, ?, 8%, -60%, 3%, 1.0%, -17%, ?
CC1CN(c2nc3c(c(=O)n(Cc4ccc(Cl)cc4)c(=O)n3C)n2C)CC(C)O1 (stereo not given)
→ 0%, -11%, -16%, -14%[46.1 µM], -1%, -1.0%, -2%, -6%
Cc1ccc(C)c(N2CCN(C(=O)Cn3ncc4ccsc4c3=O)CC2)c1
→ -3%, -7%, ., ., 0%, -4.3%, -2%, .
CC(C)=CCC/C(C)=C\COc1c2ccoc2cc2oc(=O)ccc12
→ ?, -10%, 20%, ., -3%, -3.1%, -1%, ?
CCOC(=S)SCc1cn2cccc(C)c2n1
→ -11%, -9%, 2%, 6%, -12%, -0.5%, 1%, 5%
CCCCOc1ccc(/C=C/C(=O)OCC(=O)NC(=O)NCC(C)C)cc1OCC
→ 7%, 1%, -1%, -6%, -4%, 0.0%, ?, -1%
COCCNC(=O)CCCn1c(SCc2ccccc2Cl)nc2c(sc3ccccc32)c1=O
→ -11%, -8%, ., ., -3%, 0.3%, 0%, .
CC(C)c1ccc(/C=C2\CC/C(=C\C=N\N(C)C)C2=O)cc1
→ ?, -19%, 5%, -17%[46.1 µM], -19%, ?, 1%, -1%
COc1ccc2c(c1)OCc1c-2oc2cc(OC)ccc12
→ ?, ?, 13%, ., 4%, 6.7%, 0%, 0%
CCOc1ccc(OCC)c(NC(=O)CC2Oc3ccc(C)cc3NC2=O)c1 (stereo not given)
→ -3%, -25%, 2%, -4%[46.1 µM], -14%, -1.2%, -1%, -8%
O=c1ccn(CCOc2ccc(Cl)cc2)c(=O)[nH]1
→ 4%, 5%, 2%, -4%[46.1 µM], -5%, 0.0%, -5%, -5%
CC(=O)Oc1c(Cl)c(N2CCOCC2)c(OC(C)=O)c2ccccc12
→ 6%, -18%, 5%, -8%[46.1 µM], -15%, -1.0%, -2%, 1%
Cc1ccc2c(nc3s/c(=C/c4cccs4)c(=O)n32)c1C
→ ?, -14%, 5%, -9%[46.1 µM], -6%, ?, -8%, 7%
O=C(C1CCN(S(=O)(=O)c2cccc3nsnc23)CC1)N1CCCc2ccccc21
→ 2%, -5%, -9%, -19%[46.1 µM], 1%, -0.9%, 1%, 1%
CCOC(=O)c1c(Oc2ccc(OC)cc2)nnc(-c2ccccc2)c1-c1ccccc1
→ -3%, -13%, ., ., -2%, -1.0%, -3%, .
O=C(NCCS(=O)(=O)N1CCN(c2ccc(F)cc2)CC1)C(c1ccccc1)c1ccccc1
→ -5%, -9%, ., ., -4%, 1.7%, -48%, .

The list continues:
Order of values: Tau FP inhib, Tau fluor counter, aGal spleen mod, NPSR antagonist, TRb SRC2 PPI, Epigenetic derep, TexasRed fluor, CBFb RUNX1 block
CCOC(=O)CNC(=O)c1cnn2cccnc12
→ -3%, 5%, 4%, 26%[46.1 µM], 13%, -1.8%, -3%, 0%
CNc1csc(C)c(C)c1=O
→ 4%, 3%, -8%, -5%[46.1 µM], 9%, -1.1%, 1%, 6%
CC(C)(C)C(=O)Nc1ccc(C(=O)Nc2cccnc2)cc1
→ 0%, -16%, 2%, -9%[46.1 µM], 11%, -7.2%, 0%, 2%
COc1ccc(C2=Nn3c(nnc3-c3ccc(OC)c(OC)c3)SC2)cc1OC
→ ., ., 11%, ., 3%, ., -2%, 22%

In the list so far, these contain a tert-butyl group:
Order of values: Tau FP inhib, Tau fluor counter, aGal spleen mod, NPSR antagonist, TRb SRC2 PPI, Epigenetic derep, TexasRed fluor, CBFb RUNX1 block
CC(C)(C)c1ccc(C2(C)NC(=O)N(CC(=O)Nc3ccc4c(c3)OCO4)C2=O)cc1 (stereo not given)
→ 9%, ?, -2%, -13%[46.1 µM], 6%, -0.1%, 0%, -2%
CC(C)(C)C(=O)Nc1ccc(C(=O)Nc2cccnc2)cc1
→ 0%, -16%, 2%, -9%[46.1 µM], 11%, -7.2%, 0%, 2%

The list is partial. The share of hits here may be higher or lower than overall.
